Compound activity from PubChem.
Statin myotox sup: protects C2C12 myotubes from simvastatin toxicity. ATP luminescence, 48 h; scaled: DMSO 0, geranylgeraniol control 100. AID 602340. actives 0.78% (n = 330,000). rescue of ATP level, % at 7.49 µM;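 active = mean ATP rescue above about 67%, or every replicate alone reaching that limit, limit read from the data, passing the limit was not always enough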;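 note: myotubes were challenged with 10 µM simvastatin during compound exposure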
LGR2 inh: blocks bursicon-induced cAMP signaling via Drosophila LGR2 | actives 0.35% (n = 380,000) | HEK293 LGR2, CRE-luciferase, bursicon-stimulated, 4 h | AID 720647 | inhibition, % at 9.99 µM;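 active = drop in luminescence signal, shown as inhibition above about 50% in the replicate tests, limit read from the data, passing the limit was not always enough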;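 note: agonist challenge used bursicon conditioned medium at about half maximal strength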
esBAF inh: SWI/SNF esBAF complex inhibition; mouse ES cells, Bmi1-luciferase knock-in reporter, 24 h; 100% = twice the neutral-well signal; reporter increase, % at 12.5 µM; actives 2% (n = 350,000); AID 602393; in the data active = activation above about 40%;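 note: 0% = median of the plate's neutral control wells and 100% = double that signal; a rise in the Bmi1 reporter signal indicates esBAF inhibition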
SIRT5 block: sirtuin-5 (human) deacylase inhibition. Q9NXA8. Purified SirT5, succinyl-peptide AMC, trypsin-coupled fluorescence. inhibition, % at 15 µM. actives 1.1% (n = 330,000). AID 652115; in the data active = inhibition above about 15%
Target sequence (Q9NXA8 whole entry, looked up): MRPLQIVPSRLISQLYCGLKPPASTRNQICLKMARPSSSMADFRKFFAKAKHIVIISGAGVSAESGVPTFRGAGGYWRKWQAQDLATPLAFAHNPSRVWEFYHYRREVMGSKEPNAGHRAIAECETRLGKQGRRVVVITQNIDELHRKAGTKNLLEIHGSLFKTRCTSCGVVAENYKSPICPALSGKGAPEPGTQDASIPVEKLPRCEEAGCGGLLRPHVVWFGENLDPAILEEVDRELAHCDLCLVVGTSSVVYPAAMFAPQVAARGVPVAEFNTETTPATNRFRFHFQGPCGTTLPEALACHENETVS
FN deposit inh: fibronectin deposition inhibition; AH1F fibroblasts, Alexa488-fibronectin deposition fluorescence, overnight; inhibition, % at 12.6 µM; actives 0.086% (n = 350,000); AID 743247;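 active = mean inhibition across replicates of 30% or more, regardless of how many single replicates reach that level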;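 note: positive control wells lacked labelled fibronectin entirely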
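Test system: AH1F fibroblast monolayer depositing Alexa488-labelled fibronectin into matrix. Input: 10000 cells per well. Technique: fluorescence, ex 485 nm, em 525 nm. Buffer or medium: DMEM plus 2% serum, read in PBS. Timing: 1 h cell adhesion before compound, then overnight fibronectin incubation. Compound: single dose, pinned. Read-out basis: inhibition from reduced deposited-fibronectin fluorescence.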
Casp6 inh: inhibitors of human caspase-6 | P55212 | purified caspase-6, Z-VEID-R110 cleavage fluorescence | inhibition, % at 12.5 µM | actives 0.53% (n = 350,000) | AID 686996;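 active = mean inhibition across replicates at least about 35%, with every replicate also reaching that limit, limit read from the data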;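 note: 0% = median of neutral control wells and 100% = no fluorescence left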
Target sequence (P55212 24-179 limits assumed): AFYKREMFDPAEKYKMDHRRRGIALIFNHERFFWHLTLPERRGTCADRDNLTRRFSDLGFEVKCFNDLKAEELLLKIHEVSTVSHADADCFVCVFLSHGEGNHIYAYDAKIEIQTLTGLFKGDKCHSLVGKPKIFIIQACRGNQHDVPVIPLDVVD
Target sequence (P55212 194-293 limits assumed): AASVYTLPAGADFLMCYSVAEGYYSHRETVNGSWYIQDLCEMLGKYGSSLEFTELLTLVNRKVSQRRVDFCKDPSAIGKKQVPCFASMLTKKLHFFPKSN
S100A4 MyoIIA: S100A4-myosin IIA interaction inhibition; inhibition, % at 10.7 µM; AID 652163; S100A4/TAMRA-MyoIIA peptide fluorescence polarization; actives 0.14% (n = 360,000);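 active = mean inhibition of at least 70% across replicates, with every replicate also reaching that level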
Target sequence (P26447 whole entry, looked up): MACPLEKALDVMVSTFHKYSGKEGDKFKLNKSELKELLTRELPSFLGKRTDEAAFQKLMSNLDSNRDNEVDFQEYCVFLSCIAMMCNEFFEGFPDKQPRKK
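incubation = readout 5 min after mixing, signal stable up to 60 min | system = S100A4 monomer protein | buffer or medium = HEPES pH 7.2 with CaCl2, KCl, NaCl, DTT, Triton | benchmarks = neutral control DMSO, positive control TFP | also added = fluorescent myosin IIA peptide, 5 nM | compound dosing = one concentration per compound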
* marks the source's active call; other numbers are inactive results; · = no result given; & = joins results of further samples.

Values run as follows: Statin myotox sup, LGR2 inh, esBAF inh, SIRT5 block, FN deposit inh, Casp6 inh, S100A4 MyoIIA
CCC1(CC)C(=O)Nc2ccccc21
  -5.9, -8.5, 11.0, 4.1, ·, -4.2, -2.5
O=C(c1ccccc1)N1CCC2(CC1)NCCc1[nH]cnc12
  -12.8, 19.5, 2.6, -0.1, -14.3, 0.8, -5.6
Oc1ccc(N=Nc2ccc3ccccc3c2)cc1
  16.9, -4.8, -3.9, 14.0, 1.0, -2.2, -1.8
COc1ccccc1CCC(=O)OCC(=O)N1CCN(S(=O)(=O)c2ccc(C)cc2C)CC1
  -20.0, 5.9, -6.9, -2.3, 4.9, 0.6, 14.0
O=C(CSc1ccc2c(c1)OCCO2)NC(=O)NC1CCCC1
  -3.6, ·, -0.7, ·, 0.8, ·, ·
Cc1cccc(NC(=S)N2CCN(c3ccccc3)CC2)c1
  ·, -22.7, ·, -2.0, -11.9, 1.5, -10.2
CCOc1cccc(C(=O)NC2CCCCC2)c1
  -9.2, -49.1, 52.6*, 22.1*, ·, -1.5, -0.4
Cc1ccc(C(=O)N/C(=C/c2ccc(-c3ccc([N+](=O)[O-])cc3)o2)C(=O)NCCCN(C)C)cc1
  ·, ·, ·, 4.4, -0.5, -6.2, -6.1
COc1ccccc1NC(=O)N1CCCCN2[C@H](C1)[C@@H](c1ccc(-c3ccccc3)cc1)[C@@H]2CO
  ·, ·, ·, 9.9, ·, -1.7, 6.8
N#Cc1cccc(CN2CCC(=O)N([C@H](CO)Cc3ccccc3)CC2)c1
  -6.7, -4.0, -10.2, ·, -5.7, ·, 1.6
O=C(NCc1cc(F)ccc1F)C1CCC(=O)N(C2CCCCCC2)C1 (stereo not drawn)
  6.0, -31.3, 47.8*, -2.0, 5.7, -4.1, -2.6
COCCNC(=O)C(c1ccncc1)N(Cc1ccccc1)C(=O)Cn1nnc2ccccc21 (stereo not drawn)
  ·, -10.0, ·, -2.4, ·, -2.9, -5.2
CCOc1cc(N2CCOCC2)c(OCC)cc1NC(=O)CCS(=O)(=O)c1ccc(Cl)cc1
  -1.3, ·, 0.6, ·, -9.6, ·, ·
CCC(=O)NCc1c(C)c(C)n(Cc2ccccc2)c1-n1cccc1
  ·, 2.0, ·, -0.5, -0.1, -1.0, -5.8
C[C@@H]1CN([C@H](C)CO)C(=O)c2cccc(NC(=O)Nc3cccc4ccccc34)c2O[C@@H]1CN(C)Cc1ccncc1
  -7.5, 1.5, 2.4, -0.8, 5.2, 0.3, -1.7
CCCCN1CCNC[C@@H]1c1ccccc1
  -1.2, -11.0, -1.3, -1.5, 6.8, -8.2, -2.3
C/C=C/c1cnc2c(c1)C(=O)N([C@@H](C)CO)C[C@@H](C)[C@H](CN(C)C(=O)Cc1ccccc1)O2
  0.9, -21.3, -3.1, -1.3, ·, 2.9, -6.7
O=C1c2cccc3cccc(c23)C(=O)N1CCN1CCN(CC(O)COc2ccc3ccccc3c2)CC1 (stereo not drawn)
  ·, 2.9, ·, 1.9, 3.3, 1.8, 1.1
O=C(CSc1nnc2scc(-c3ccc(Cl)cc3)n12)NCc1ccco1
  19.0, -0.8, -9.1, 1.0, 0.8, 4.4, -1.8
Fc1cccc(NC(=S)Nc2cccnc2)c1
  ·, -12.1, ·, -4.8, -2.5, 1.1, 3.5

Complete entries, looked up by structure:
`Fc1cccc(NC(=S)Nc2cccnc2)c1` reads Statin myotox sup = ·; LGR2 inh = -12.1; esBAF inh = ·; SIRT5 block = -4.8; FN deposit inh = -2.5; Casp6 inh = 1.1; S100A4 MyoIIA = 3.5
`Oc1ccc(N=Nc2ccc3ccccc3c2)cc1` reads Statin myotox sup = 16.9; LGR2 inh = -4.8; esBAF inh = -3.9; SIRT5 block = 14.0; FN deposit inh = 1.0; Casp6 inh = -2.2; S100A4 MyoIIA = -1.8

The list goes on:
Values run as follows: Statin myotox sup, LGR2 inh, esBAF inh, SIRT5 block, FN deposit inh, Casp6 inh, S100A4 MyoIIA
CCOC(=O)c1nc(C)nc(Sc2n[nH]c(-c3ccccc3)n2)c1C
  7.0, 4.7, -4.6, -4.6, 4.0, 1.2, -3.2
O=C(O)c1ccc(N2C(=O)CC(N3CCC(c4nc5ccccc5[nH]4)CC3)C2=O)cc1 (stereo not drawn)
  ·, 2.5, ·, -1.5, 3.2, -0.4, -1.7
COC(=O)c1cc(Cl)c(NC(=O)/C=C/c2ccc(OC)c(OC)c2)cc1OC
  7.9, ·, 12.4, ·, -6.4, ·, ·
CC(C)NC(=O)N(C)C[C@@H]1Oc2c(NS(=O)(=O)c3cccs3)cccc2C(=O)N([C@H](C)CO)C[C@H]1C
  ·, 4.7, 0.1, ·, -1.3, ·, ·
COC(=O)c1cccc(CSc2nc(-c3ccccc3)c(C#N)c(=O)[nH]2)c1
  -11.1, -5.1, 10.1, 3.9, 2.2, 4.2, 2.4
COc1cccc(CN2[C@H](CO)[C@H](c3ccccc3)C23CN(C(=O)C2CCC2)C3)c1
  ·, -8.6, ·, 2.8, 0.6, -0.9, 7.1
CC(=O)Nc1cc(C(C)C)c(O)c(C(C)C)c1
  -3.0, 24.2, 3.8, ·, ·, ·, ·
Cc1ccc(OCCCC(=O)NNC(=O)c2ccncc2)cc1
  13.0, -9.6, -3.4, -1.3, -0.7, 1.6, -6.7
Cc1ccc(C(=O)N2CCN(S(=O)(=O)c3ccccc3[N+](=O)[O-])CC2)o1
  -8.0, 3.7, -0.9, 8.0, -1.2, 1.5, -1.2
CO[C@@H]1CN(C)C(=O)c2cc(NS(=O)(=O)c3cn(C)cn3)ccc2OC[C@@H](C)NC[C@H]1C
  -1.7, -3.1, -4.8, -3.4, -6.4, -0.4, 49.6
CC[C@@H](C)[C@@H]1CN([C@@H](CN2CCC[C@H]2CN2C(N)=NC[C@H]2CC(C)C)C(C)C)C(=N)N1CCCC1CCCC1
  5.0, -18.0, -2.9, -7.7, -5.2, 13.6, -11.0
ON1C(c2ccc(Cl)cc2Cl)N(O)[C@H]2CCCC[C@H]21 (stereo partly drawn)
  3.9, -13.9, 2.6, -0.3, ·, -7.3, -2.3
C[C@@H]1CN([C@H](C)CO)C(=O)c2cc(C3=CCCCC3)cnc2O[C@@H]1CN(C)Cc1ccccc1
  34.6, -2.4, 2.5, -6.3, ·, 0.0, -23.1
C[C@H]1CN([C@@H](C)CO)C(=O)c2cc(NS(C)(=O)=O)ccc2O[C@@H]1CN(C)CC1CCCCC1
  7.0, 7.3, -0.4, 0.3, -2.0, 3.4, -1.6
COc1ccc(CN(C)C[C@H]2Oc3ccc(NC(=O)Nc4c(C)noc4C)cc3CC(=O)N([C@@H](C)CO)C[C@H]2C)cc1
  13.8, -2.5, 4.7, 1.1, 0.4, -0.8, 1.3
CCOc1ccc2oc(C(=O)N3CCCN(C)CC3)c(C)c2c1
  4.9, -7.1, 16.1, -4.4, -8.3, -7.9, 0.5
C#CCCOC(=O)N1C2=NC(C(=O)OC)=C(C(=O)OC)[C@@H]3Nc4ccccc4[C@]23C[C@H]1C(=O)OC
  4.7, -1.8, -2.1, ·, 2.6, ·, ·
CSc1cccc(CN2CCC(Oc3ccc(C(=O)N4CCCCC4)cc3)CC2)c1
  ·, 16.0, ·, 3.8, 7.2, -0.6, -10.1
C[C@H](CO)N1C[C@H](C)[C@@H](CN(C)Cc2ccc(C(=O)O)cc2)Oc2c(NC(=O)Nc3cccc4ccccc34)cccc2C1=O
  17.5, 7.6, 1.8, 5.5, ·, 0.2, -12.3
CCN(CC)CCCNC(=S)N(CCO)Cc1cc2cc3c(cc2[nH]c1=O)OCO3
  7.7, 10.1, -5.5, -2.7, 6.4, -8.0, -1.5
Cc1ccc(N=Nc2c(C)[nH]n(C(N)=S)c2=O)cc1
  -3.3, -0.2, 56.9*, -2.0, -11.0, 0.5, -0.9
O=C(CNS(=O)(=O)c1ccc(Cl)c(C(F)(F)F)c1)NC1CCCCCC1
  4.5, 7.1, -1.2, -3.5, -5.2, -0.5, 8.6
C[C@H]1CN([C@@H](C)CO)C(=O)CCCn2cc(nn2)CO[C@@H]1CN(C)Cc1ccc(C(=O)O)cc1
  ·, -4.3, ·, -1.7, 7.3, 3.9, -5.4
O=C(C[C@@H]1CC[C@H]2[C@@H](COC[C@@H](O)CN2Cc2cccc(-c3ccncc3)c2)O1)N1CCOCC1
  -7.8, 16.2, -0.6, 1.4, -12.1, 5.2, 4.8
O=C(c1ccco1)N1CCN(Cc2nnc(-c3cccc(Br)c3)o2)CC1
  3.0, -4.9, 1.3, -0.2, 5.9, -2.6, -16.6
CN1c2ccc(Br)cc2[C@H]2[C@H](CCN2C(=O)c2cccc(F)c2)[C@H]1CO
  45.9, -17.6, -1.3, -1.0, 11.0, 0.5, 5.3
Cc1cc(C)n(-c2ccc(C(=O)N3CCN(S(=O)(=O)c4cccc(Br)c4)CC3)cc2)n1
  -4.1, -5.6, 7.6, 2.7, 0.2, 0.5, 2.8
O=c1[nH]nc(SCCS(=O)(=O)c2ccc(F)cc2)n1-c1ccccc1C(F)(F)F
  11.0, ·, -10.6, -2.9, 6.8, 2.6, -3.1
COc1ccc(C(=O)N/C(=C\c2cn(C)c3ccccc23)C(=O)OCCN(C)C)cc1
  ·, 15.1, ·, 3.5, -2.3, 2.5, -1.5
COC(=O)N(C)C[C@H]1OCc2cnnn2CCCC(=O)N([C@H](C)CO)C[C@@H]1C
  9.1, 12.2, 3.8, -2.4&0.4, 0.3&-11.8, 5.5&0.2, 3.8&2.9
COc1ccc(OC)c(CC(NC(C)=O)C(=O)NC2CCN(c3cc(C)nc4ncnn34)CC2)c1 (stereo not drawn)
  ·, ·, ·, -2.6, -0.6, -1.0, 2.4
CCCCn1c(N)c(N(CC)C(=O)c2cc(S(=O)(=O)N3CCCCCC3)ccc2OC)c(=O)[nH]c1=O
  ·, -16.3, ·, -3.4, 6.0, -2.0, -3.1
O=C(NCCOc1ccccc1)c1ccccc1Cl
  -1.4, -15.6, -6.3, -3.3, 0.0, -4.5, -19.2
CCOc1cccc(C(=O)Nc2ccc3ccccc3c2)c1
  -32.2, 65.9*, -30.2, -2.0, -1.1, 1.8, 2.0
COc1ccccc1NC(=O)COC(=O)COc1cccc2c1OC(C)(C)C2
  ·, -1.2, ·, 0.9, -7.2, -0.3, -3.7
CCC1(c2ccccc2)NC(=O)N(CC(=O)N2CCc3ccccc32)C1=O (stereo not drawn)
  11.0, ·, 2.2, -1.6, 0.4, -1.1, 1.4
COc1ccc(NC(=O)Nc2c(C)n(C)n(-c3ccccc3)c2=O)cc1
  -12.7, -22.3, 5.7, -5.6, 2.6, 0.5, -7.9
O=S(=O)(NCC[C@@H]1CC[C@@H](NS(=O)(=O)c2cccc(Cl)c2)[C@@H](CO)O1)c1cccc(F)c1
  8.6, -9.8, -0.6, 2.1, 6.5, -0.7, 1.4
Cc1ccccc1CNC(=O)Nc1ccc(Cl)cc1
  -5.3, -51.4, 60.9*, -1.4, 1.6, 1.0, -4.6
CCN=C1NC(c2cccc(Cl)c2)C(C(=O)OC)=C(C)N1Cc1ccccc1C(F)(F)F (stereo not drawn)
  ·, 5.1, ·, ·, 8.5, 0.5, 1.7
COc1cccc(C(=O)n2c(SC)nc3cc4c(cc32)OCCO4)c1
  ·, -18.5, ·, -2.7, ·, 0.2, -2.7
Cc1[nH][nH]c(=O)c1C(c1ccc(O)c(Br)c1)c1c(C)[nH][nH]c1=O
  -0.7, 19.2, 10.8, -3.8, 4.1, 3.0, 1.1
CCOc1ccc(-c2nnc(-c3ccccc3)n2-c2ccccc2)cc1
  -11.8, ·, 24.4, ·, 1.1, ·, ·
CCOC(=O)N1CCN(C(=S)NC2CCCC2)CC1
  ·, 0.4, ·, -2.2, ·, -0.1, 5.3

Among those listed so far, 2 have a nitro group on carbon.
Values run as follows: Statin myotox sup, LGR2 inh, esBAF inh, SIRT5 block, FN deposit inh, Casp6 inh, S100A4 MyoIIA
Cc1ccc(C(=O)N/C(=C/c2ccc(-c3ccc([N+](=O)[O-])cc3)o2)C(=O)NCCCN(C)C)cc1
  ·, ·, ·, 4.4, -0.5, -6.2, -6.1
Cc1ccc(C(=O)N2CCN(S(=O)(=O)c3ccccc3[N+](=O)[O-])CC2)o1
  -8.0, 3.7, -0.9, 8.0, -1.2, 1.5, -1.2

Some of the compounds tested; rates above refer to the full screens.
